Cardio protect: myocardial damage modulation in H9c2 cells. H9c2 cardiomyocytes, H2O2 injury protection, ATPLite, 2 h. protection from H2O2 cell death, % at 20 µM. 0.63% of 360,000 active. AID 588492;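 active = compounds giving at least 50% protection of heart cells from peroxide-induced death in the single-dose screen, raw or plate-pattern-corrected value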;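 also: 0% = DMSO wells with peroxide and 100% = DMSO wells without peroxide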
TLR9-MyD88 block: TLR9-MyD88 interaction inhibition. CHO BLA complementation TLR9-MyD88, CCF4 FRET ratio. 0.21% of 340,000 active. Q9NR96+Q99836. inhibition, % at 4.98 µM;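 active = inhibition above the mean over all tested compounds plus 3 SD, cut at about 21% in these data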;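 also: 0% = DMSO only wells and 100% = clavulanate BLA inhibitor control wells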
HTR2A ag: activates the mouse 5-HT2A serotonin receptor. CHO-K1 mHTR2A beta-arrestin complementation, luminescence; percent of 30 µM serotonin response. activation, % at 7.6 µM. 0.66% of 360,000 active;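 active = activation above a run cutoff, the mean activation of all tested compounds plus 3 SD, cut at about 14% in these data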;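 also: 0% = plate median of compound wells and 100% = 30 µM serotonin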
MC4R antag cAMP: human MC4R antagonism in cAMP assay; P32245; inhibition, % at 6.5 µM; 0.48% of 360,000 active; MC4R-expressing cells, MTII-stimulated cAMP, LANCE TR-FRET;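 active = inhibition above its plate's cutoff, the mean of tested wells on that plate plus 3 SD, cut at about 29% in these data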;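 also: 0% = Melanotan II alone and 100% = Melanotan II plus saturating MCL0020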
Target sequence (P32245 whole entry, looked up): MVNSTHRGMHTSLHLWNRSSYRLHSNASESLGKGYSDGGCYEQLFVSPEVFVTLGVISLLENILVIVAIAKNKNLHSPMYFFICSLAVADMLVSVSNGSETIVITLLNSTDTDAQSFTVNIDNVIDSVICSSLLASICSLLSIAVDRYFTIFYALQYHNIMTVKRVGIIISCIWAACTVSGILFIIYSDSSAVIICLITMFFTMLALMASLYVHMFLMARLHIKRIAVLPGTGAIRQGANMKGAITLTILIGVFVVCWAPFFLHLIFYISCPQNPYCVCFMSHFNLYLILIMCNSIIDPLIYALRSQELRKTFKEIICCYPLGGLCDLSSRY
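Assay system: U2OS cells stably expressing human melanocortin 4 receptor (MC4R) / Dosing: 6.5 µM / Timing: compound 30 min, challenge 1 h, detection 1 h / Measured by: Eu-cAMP/anti-cAMP TR-FRET, emission 671 nm / Replicates: singlicate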
ABHD5 PLIN5 PPI: ABHD5-PLIN5 protein interaction inhibition; 0.78% of 360,000 active; AID 602281; Split G. princeps luciferase complementation, luminescence, 4 h; inhibition, % at 4 µM; Q00G26+Q8WTS1;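 active = inhibition above the mean inhibition across every tested compound plus 3 SD, cut at about 22% in these data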;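 also: 0% = DMSO only wells and the 100% control is not disclosed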
NCOA2 inhibitor: inhibits human steroid receptor coactivator 2; HEK293 GAL4-SRC2 luciferase reporter, luminescence; 0.17% of 370,000 active; inhibition, % at 9 µM; Q15596;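 active = inhibition above the mean inhibition of all tested compounds plus 3 SD, set per campaign, cut at about 52% in these data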;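 also: 0% = DMSO treated cells and 100% = cells given Gossypol at 36 µM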
MC4R barr agon: activates human MC4R beta-arrestin recruitment | P32245 | U2OS MC4R beta-arrestin complementation, luminescence; percent of melanotan II response, DMSO zero | activation, % at 8.9 µM | 0.98% of 360,000 active | AID 540308;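 active = activation above a per-plate cutoff, the mean activation of sample wells on that plate plus 3 SD, cut at about 8% in these data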
NOD2-RIPK2 inh: inhibitors of human NOD2-RIPK2 interaction | O43353 | CHO BLA complementation NOD2-RIPK2, CCF4 ratio | inhibition, % at 4.98 µM | 0.38% of 360,000 active; in the data active = inhibition above about 21%;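 also: 0% = vehicle only and 100% = reference blocker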
Target sequence (O43353 whole entry, looked up): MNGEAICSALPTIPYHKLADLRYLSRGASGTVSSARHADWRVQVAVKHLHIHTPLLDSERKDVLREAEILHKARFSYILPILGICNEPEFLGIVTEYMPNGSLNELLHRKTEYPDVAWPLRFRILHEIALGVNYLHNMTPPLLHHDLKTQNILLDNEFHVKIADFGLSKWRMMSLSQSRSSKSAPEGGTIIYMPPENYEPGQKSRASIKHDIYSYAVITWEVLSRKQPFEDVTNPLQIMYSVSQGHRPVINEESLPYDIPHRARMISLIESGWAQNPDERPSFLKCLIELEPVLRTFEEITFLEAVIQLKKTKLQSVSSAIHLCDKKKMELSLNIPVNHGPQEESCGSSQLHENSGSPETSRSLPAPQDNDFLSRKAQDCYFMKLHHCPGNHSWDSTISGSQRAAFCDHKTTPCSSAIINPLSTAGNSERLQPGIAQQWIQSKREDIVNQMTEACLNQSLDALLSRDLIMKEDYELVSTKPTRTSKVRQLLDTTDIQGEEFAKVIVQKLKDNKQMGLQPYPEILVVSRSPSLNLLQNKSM
ABCB6 inh 2: blocks the human ABCB6 transporter. fluorescence ratio to DMSO, % at 10 µM. K562-ABCB6 porphyrin accumulation, flow cytometry, 1 h; hits give low values. 0.19% of 360,000 active;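 active = fluorescence ratio to DMSO below 75%, the collection mean minus 3 SD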;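 also: signal is porphyrin accumulated inside mitochondria; 100% equals median channel fluorescence of DMSO control wells; lower ratio means ABCB6 inhibition with less porphyrin fluorescence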
Glyco luc inh: blocks N-linked glycosylation in D54 reporter cells. D54 ERlucT glycosylation luciferase reporter, 24 h; percent of 100 nM tunicamycin response. reporter increase, % at 12.5 µM. 0.23% of 360,000 active;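 active = mean luciferase reporter signal, scaled so untreated is 0 and the glycosylation-blocking control 100, at or above a set limit in every replicate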;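 also: luciferase carries N-glycosylation sites so blocking glycosylation raises the light; 0% = median of neutral control wells and 100% = median of 100 nM tunicamycin wells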
Active calls of the source: *; x = no result given. These rows are one share of the data; rates above refer to the full screens.

SMILES	Cardio protect	TLR9-MyD88 block	HTR2A ag	MC4R antag cAMP	ABHD5 PLIN5 PPI	NCOA2 inhibitor	MC4R barr agon	NOD2-RIPK2 inh	ABCB6 inh 2	Glyco luc inh
Cn1c(CCNC(=O)c2ccco2)nc2cc(NC(=O)c3ccccc3)ccc21	4	8	6	8	-2	-32	-8.4	5	97	-1
COc1ccnc(N=CNOCc2ccc(C)cc2)c1C#N	3	5	-5	-1	-3	-1	-0.2	-5	89	0
COc1ccccc1Nc1nc(C)cc(=O)[nH]1	3	-6	2	0	-6	-4	-2.4	-5	97	1
CCN(CC)C(=O)N1CCN(C(=O)c2ccc(C)cn2)CC1	0	-2	-4	-3	-4	-3	-1.7	-1	99	3
COc1ccc(NC(=O)CSc2nnc(-c3ccncc3)n2C)cc1	6	-3	3	9	-1	1	-1.1	-16	99	0
CSCC[C@H](NC(=O)C1CCCC1)c1nc2ccccc2[nH]1	1	0	0	-2	-9	4	0.2	-14	96	1
COc1cccc(C(C(=O)NC(C)(C)C)N(Cc2ccco2)C(=O)CCC(=O)Nc2cc(C)on2)c1OC (centres undefined)	3	2	4	0	-2	1	-1.8	-1	102	2
Cc1nnc2sc(-c3ccc(NC(=O)c4ccc(-c5ccc(Cl)cc5Cl)o4)cc3)nn12	-1	5	1	-3	-2	-8	-2.8	-10	84	-1
CNc1nc2ccccc2n(C)c1=O	10	-6	2	4	-3	-35	4.6	-6	114	1
O=S(=O)(c1cccc(-c2cn3ccccc3n2)c1)N1CCCC1	-2	4	-3	0	3	-25	-0.3	-12	98	-2
Cn1c(=O)c2cc(NC(=S)NCc3ccccc3F)ccc2n1C	0	x	6	4	-4	-75	0.5	-3	98	0
CCN(CC)S(=O)(=O)c1ccc(NC(=O)Cn2c(=O)sc3ccccc32)cc1	-7	-8	3	7	-10	18	0.4	1	98	-3
Cc1ccc(C(=O)n2nc(-c3cccnc3)nc2N)cc1	2	5	-2	1	0	-4	-2.5	0	104	0
CNC(=O)N(C1=NCC(C)S1)c1ccc(F)cc1F (centres undefined)	-2	4	-2	11	-4	5	1.2	-4	96	4
O=C(NCc1cccs1)c1ccc(Br)o1	2	-3	1	10	-1	-11	-0.7	-8	103	1
CN1CCN(Cc2cccc(Oc3ccc(Cl)cc3)c2)CC1	13	-6	-4	3	13	-11	-2.2	-3	98	-2
Cc1cc(C)n(C(=O)CNC(=O)c2ccc(C(C)(C)C)cc2)n1	2	-5	9	3	-10	-23	-1.7	4	89	-2
CCC(=O)Nc1ccc(Cl)c(NC(=O)c2ccc([N+](=O)[O-])cc2)c1	4	-7	10	5	4	-7	-0.3	-10	97	-2
COc1ccc(CC(=O)NNS(=O)(=O)c2ccccc2)cc1OC	0	-6	0	12	-2	-15	0.4	-4	96	1
COc1ccc(NC(=O)COC(=O)c2ccc(S(=O)(=O)N3CC(C)CC(C)C3)cc2)cc1OC (centres undefined)	-4	-2	5	0	4	2	-2.6	5	95	0
COc1ccccc1C(=O)CSc1n[nH]c(N)n1	1	-8	-2	-8	-10	-53	-1.4	-3	91	-1
O=C(CCC1CCCC1)Nc1cccc(Cc2ccncc2)c1	0	x	-4	33*	-5	12	0.6	-6	100	-3
Cn1c(=O)c2[nH]c(CN3CCN(Cc4ccccc4)CC3)nc2n(C)c1=O	9	-2	4	3	-2	2	0.9	0	99	2
Cc1ccc(N(CC(=O)N(C)Cc2ccccc2)S(C)(=O)=O)cc1C	0	-2	-2	1	-8	-11	-0.8	-2	99	0
COC(=O)CCS(=O)(=O)c1nc(-c2ccccc2)cc(C(F)(F)F)n1	-18	19	3	28	51*	x	-2.0	44*	99	-14
CCc1nnnn1-c1ccc([N+](=O)[O-])cc1C	-2	14	-4	-9	6	-18	-1.9	-15	102	2
CC(=O)Oc1c(I)cc(I)cc1C(=O)Nc1ccc(Cl)cc1	-20	-4	1	7	0	-23	-0.8	-5	94	5
CCOC(=O)c1cnc2c(C)cc(C)cc2c1Nc1ccc(S(=O)(=O)Nc2ncccn2)cc1	3	-6	-1	12	1	-21	-1.4	3	99	3
COc1cc(NC(=O)c2cccc3c(-c4cccnc4)coc23)cc(OC)c1OC	15	x	7	17	6	29	0.8	-5	87	-6
O=C1NC[C@H](Cc2ccc(O)cc2)N(C[C@@H]2CCCN2C[C@H](Cc2ccccc2)N2C[C@H](Cc3ccc(O)cc3)N(CC3CCCCCC3)C(=O)C2=O)C1=O	x	x	2	x	10	4	x	2	106	x
O=C(CN1C(=O)NC(Cc2c[nH]c3ccccc23)C1=O)Nc1ccccc1C(F)(F)F (centres undefined)	2	-13	2	21	2	-1	-0.3	-14	104	2
COc1ccc(NC(=O)Cn2c(=O)n(-c3ccc(CC(=O)NCc4ccco4)cc3)c(=O)c3ccccc32)cc1	1	5	-3	14	2	-7	4.8	8	96	-4
Cc1cc(Br)ccc1SCC(=O)NCC(c1ccco1)N1CCCCC1 (centres undefined)	-7	3	-5	3	9	3	0.9	5	101	-5
COc1ccc(-c2sc3ccccc3c2C#Cc2cncn2C)cc1	-2	-2	1	24	9	-10	-0.3	0	101	-2
Cc1cc(C)c(S(=O)(=O)N2CCCOC2CNC(=O)C(=O)NCc2ccncc2)c(C)c1 (centres undefined)	-3	5	-3	-12	3	3	-2.7	-3	94	3
COc1cc(/C=N/n2c(C)n[nH]c2=S)ccc1OCc1ccc(F)cc1	-6	0	-3	21	-7	-65	0.9	-1	101	-1
COc1ccc(NS(=O)(=O)c2ccc(C)c(NC(=O)CNC(=O)c3ccco3)c2)cc1	4	0	8	19	4	-5	-1.6	0	96	-1
COc1ccc(N2CCN(C(=O)c3cccc(Br)c3)CC2)c([N+](=O)[O-])c1	-9	-1	-3	17	-6	-10	-3.3	6	99	-2
CCOC(=O)/C(=N/Nc1ccc(Cl)cc1)S(=O)(=O)c1ccc(Cl)cc1	-4	-1	-1	1	-7	17	-1.0	-4	97	-1
COc1ccc(CN2CC(C(=O)NCc3ccccn3)CC2=O)cc1 (centres undefined)	-6	-21	-2	3	-3	-30	2.6	0	109	1
COc1ccc2oc(C(=O)OC(C)C(=O)NC3(C#N)CCCCC3)c(C)c2c1 (centres undefined)	-16	-1	0	0	6	18	0.2	-3	96	-1
CS(=O)(=O)Nc1ccc(C(=O)Nc2ccccc2Sc2ccccc2)cc1	-4	-5	-8	-7	-4	18	-1.6	-15	95	1
COc1ccccc1Nc1nnc(SCC(=O)N2CCCC2)s1	1	-2	-5	6	3	1	-1.7	-1	97	5
CC(=O)N1c2ccc(S(=O)(=O)NCCC(=O)Nc3ccc(Cl)cc3)cc2CC1C (centres undefined)	-3	1	3	2	7	-8	-1.1	-17	97	1
Cc1ccc2c(c1)C(c1ccc(N3CCOCC3)cc1)=NNC(c1cccs1)=N2	8	-1	1	-1	7	-11	-2.7	-6	99	-2
CC1(C)C(=O)Nc2ccccc2N1C(=O)COC(=O)c1ccc(Cl)c(S(=O)(=O)NCc2ccccc2)c1	38	5	-3	17	-3	-26	-2.2	-2	90	-2
COC(=O)/C=C1\S/C(=N/NC(=O)c2ccccc2)NC1=O	8	-7	-1	2	4	-6	1.4	6	95	0
CCOc1cccc(NC(=O)C2CC(=O)N(C)C(=Nc3ccccc3)S2)c1 (centres undefined)	-6	-3	6	-7	7	5	2.1	-13	99	3
O=P(Cc1nnco1)(c1ccccc1)c1ccccc1	-2	-9	1	2	1	6	-0.7	-11	106	4
CCCCCC(=O)N/N=C/c1ccc([N+](=O)[O-])o1	-4	-6	1	8	-2	5	0.7	-1	99	12
Following part.
SMILES	Cardio protect	TLR9-MyD88 block	HTR2A ag	MC4R antag cAMP	ABHD5 PLIN5 PPI	NCOA2 inhibitor	MC4R barr agon	NOD2-RIPK2 inh	ABCB6 inh 2	Glyco luc inh
O=C(NNC(=S)Nc1ccccc1)c1cc(-c2cccnc2)nc2ccccc12	8	-5	-2	20	4	-12	-3.1	-3	100	3
CCOC(=O)c1c(-c2ccc(C)o2)csc1NC(=O)CSc1nnc(C)s1	-7	2	2	28	33*	12	-1.6	19	92	-1
CC1(C)CC(=O)c2sc(NS(C)(=O)=O)nc2C1	4	6	1	4	-5	-4	-0.8	-10	100	4
COc1ccccc1CN1CCN(S(=O)(=O)c2ccccc2)CC1	-2	-5	-2	0	2	-3	-0.5	-4	98	-1
O=C(Nc1ccnn1C1CCN(C/C=C/c2ccccc2)CC1)C1CCCC1	0	2	-4	8	1	-18	1.8	-9	100	-3
COc1ccc(-c2[nH]ncc2CN(C)C(C)c2ccon2)c(OC)c1 (centres undefined)	1	2	0	6	4	7	-1.4	-14	99	2
Cn1c(N)nc2nc[nH]c2c1=S	14	2	0	-3	-6	-22	-0.5	-8	92	2
Cn1ccc(NS(=O)(=O)c2cc(Br)ccc2Br)n1	3	-4	-4	8	0	-1	-1.3	8	98	2
COc1ccc2cc3c(N)nn(C(=O)c4ccccc4Cl)c3nc2c1	0	-7	8	-2	6	39	-1.7	0	100	-16
CC1(C)CC(NC(=S)Nc2ccc(S(N)(=O)=O)cc2)CC(C)(C)N1	9	-8	6	0	-4	-10	4.6	-20	100	2
CCOC(=O)c1cnc2ccc(C(=O)OC)cc2c1NCCN1CCOCC1	0	3	-1	13	-7	15	-1.6	-14	99	2
O=C(COC(=O)c1cccs1)NC1CCCC1	1	9	4	2	0	2	0.6	-12	94	1
Cc1oc(-c2cccs2)[n+]([O-])c1C	-5	-2	-1	3	-2	11	-0.9	0	147	1
Cc1nn(-c2ccccc2)c(C)c1C(=O)NCc1ccc(S(N)(=O)=O)cc1	-1	4	-1	5	-4	3	0.9	-1	103	-2
C/C(=N\N=c1/scc(C)n1Cc1ccco1)c1cccc([N+](=O)[O-])c1	-8	7	2	-6	2	-46	-1.3	-5	98	0
O=C(/C=C/c1ccccc1)N/C(=C\c1ccco1)C(=O)NCCO	-4	-1	-1	3	-2	-17	-0.6	-3	103	2
CNC(=S)Nc1ccc(Nc2ccccc2)cc1	-5	2	-4	9	2	-39	-2.9	-1	91	-1
CC1(C)CC(=O)C=C(Nc2ccccc2)C1	0	1	4	0	5	28	2.1	-9	101	-1
COCCCNC(=O)Cn1c(=O)n(CCCCCC(=O)Nc2ccccc2)c(=O)c2sccc21	1	10	1	0	2	-23	-1.4	6	103	-1
O=C1CC2CS(=O)(=O)CC2N1C1CCCCC1 (centres undefined)	6	2	0	2	-1	1	-1.3	-8	103	2
Cc1ccc(S(=O)(=O)N2CCCCC2)cc1NC(=O)Cc1cccs1	-1	2	1	1	-4	27	-0.5	2	83	-2
Cc1ccccc1OCC(=O)Nc1cccc2nsnc12	-13	1	-3	3	-8	-19	11*	-2	103	0

High-throughput results from PubChem.
